Anesthetic bind: qHTS Assay for Identification of Novel General Anesthetics | apoferritin/1-aminoanthracene competitive binding, fluorescence | AID 485281, 2010 | Ferritin light chain (Equus caballus), P02791 | Potency, µM (titrated, usually from 77.5 µM), for inactives: at the top dose activity change, negative = displacement, most hits filed as inhibitors | 0.074% of 350,000 active; also: potency is read from the fitted curve at half-maximal effect; % is scaled to controls: 0 for no effect and ±100 for the full control effect; nearly all actives have a fitted effect of over 20% in size
Target sequence (P02791 2-175 limits assumed): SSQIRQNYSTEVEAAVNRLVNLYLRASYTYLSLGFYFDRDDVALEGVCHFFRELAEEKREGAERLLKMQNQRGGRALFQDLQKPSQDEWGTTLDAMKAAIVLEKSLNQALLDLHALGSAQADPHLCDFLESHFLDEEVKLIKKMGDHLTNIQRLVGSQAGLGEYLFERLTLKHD
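Horse-spleen apoferritin (10 uM) was mixed with 50% saturated 1-aminoanthracene in PBS, exposed to compounds for 10 min at room temperature, and read for fluorescence (ex 380 nm, em 535 nm). Competitive displacement was fitted with a four-parameter Hill equation.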
BLM helicase inh: qHTS Assay for Inhibitors of Bloom's syndrome helicase (BLM); RecQ-like DNA helicase BLM (Homo sapiens), P54132; recombinant BLM DNA unwinding, fluorescence dequenching; Potency, µM (top dose mostly 56.1 µM), for the others: at the top dose activity change, negative = inhibition, most hits filed as inhibitors; 0.2% of 350,000 active; AID 2528, 2010;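 also: potency is read from the fitted curve at half-maximal effect; plate controls were vehicle for no effect and no enzyme for full effect; nearly all actives have a fitted effect of over 35% in size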
PGK inhibitor: qHTS Assay to Find Inhibitors of Phosphoglycerate Kinase. PGK/GAPDH coupled, Kinase-Glo luminescence, 60 min. Phosphoglycerate kinase, glycosomal (Trypanosoma brucei brucei), P07378. AID 602233, 2012. Potency, µM (highest dose often 57.5 µM), for the others: at the top dose activity change, negative = inhibition, usual class: inhibitors. 0.043% of 380,000 active; also: potency is read from the fitted curve at half-maximal effect; % is scaled to controls: 0 for no effect and ±100 for the full control effect; nearly all actives have a fitted effect of over 60% in size
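Luminescent ATP detection (Kinase-Glo Plus) follows a 60-minute room-temperature incubation, with wells lacking PGK as controls. Buffer: 100 mM TEA (pH 7.6), 5 mM MgCl2, 0.01% Tween-20. Coupling enzyme GAPDH (100 nM final) supplies unstable 1,3-BPG in-well.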
APEX1 inh: qHTS Assay for Inhibitors of the Human Apurinic/apyrimidinic Endonuclease 1 (APE1); DNA repair nuclease/redox regulator APEX1 (Homo sapiens), P27695; Potency, µM (highest dose often 65.8 µM), for the others: at the top dose activity change, negative = inhibition, usual class: inhibitors; recombinant APE1, TAMRA/BHQ-2 abasic DNA cleavage fluorescence; 0.35% of 350,000 active;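 also: potency is read from the fitted curve at half-maximal effect; plate controls were vehicle for no effect and reference inhibitor for full effect; nearly all actives have a fitted effect of over 55% in size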
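Measures dequenching upon AP-site incision of a 5'-TAMRA/3'-BHQ-2 THF-containing duplex, 50 nM; human APE1 0.75 nM after 15 min room-temperature exposure to compound; kinetic three-point read at one-minute spacing.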
Pol beta inh: qHTS Assay for Inhibitors of DNA Polymerase Beta; P06746; Pol beta primer extension/strand displacement, fluorescence kinetic; Potency, µM (top dose mostly 114 µM), for inactives: top-dose activity change, negative = inhibition, hits mostly inhibitors; 1.3% of 340,000 active; also: potency is read from the fitted curve at half-maximal effect; % is scaled to controls: 0 for no effect and ±100 for the full control effect
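Preincubation: enzyme (10 nM) with compound, 15 min, RT. Reaction: substrate added to 50 nM final. Reads: 0 and 10 min. Analysis: normalized, Hill fit.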
Pol iota inh: qHTS for Inhibitors of Polymerase Iota. DNA polymerase iota (Homo sapiens), Q9UNA4. Pol iota fluorescent replication assay, 10 min. Potency, µM (top dose mostly 115 µM), without a hit: at the top dose activity, negative = inhibition, actives largely listed as inhibitors. 1% of 390,000 active. AID 588590, 2011; also: potency is read from the fitted curve at half-maximal effect
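Fluorescent replication assay read twice, at 0 min and 10 min after adding 50 nM (final) substrate. Enzyme (10 nM) and compounds were first incubated 15 min at room temperature; enzyme-free buffer wells were negative controls.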
POLK inh: qHTS for Inhibitors of Polymerase Kappa. DNA polymerase kappa (Homo sapiens), Q9UBT6. AID 588579, 2011. Potency, µM (highest dose often 107 µM), for the others: at the highest dose activity, negative = inhibition, hits mostly inhibitors. purified Pol kappa, fluorescent DNA synthesis assay, 10 min. 0.53% of 400,000 active; also: potency is read from the fitted curve at half-maximal effect; % is scaled to controls: 0 for no effect and ±100 for the full control effect
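10 nM Pol kappa preincubated 15 min at room temperature with compounds, then reaction started with substrate at 50 nM final. Fluorescence read kinetically at 0 and 10 min; buffer-only wells served as negative control.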
POLH inh: qHTS for Inhibitors of Polymerase Eta; DNA polymerase eta (Homo sapiens), Q9Y253; recombinant Pol eta, fluorescent DNA replication assay; Potency, µM (top dose mostly 114 µM), without a hit: at the top dose activity change, negative = inhibition, actives largely listed as inhibitors; 1.2% of 390,000 active; AID 588591, 2011; also: potency is read from the fitted curve at half-maximal effect; % is scaled to controls: 0 for no effect and ±100 for the full control effect
Target sequence (Q9Y253 whole entry, looked up): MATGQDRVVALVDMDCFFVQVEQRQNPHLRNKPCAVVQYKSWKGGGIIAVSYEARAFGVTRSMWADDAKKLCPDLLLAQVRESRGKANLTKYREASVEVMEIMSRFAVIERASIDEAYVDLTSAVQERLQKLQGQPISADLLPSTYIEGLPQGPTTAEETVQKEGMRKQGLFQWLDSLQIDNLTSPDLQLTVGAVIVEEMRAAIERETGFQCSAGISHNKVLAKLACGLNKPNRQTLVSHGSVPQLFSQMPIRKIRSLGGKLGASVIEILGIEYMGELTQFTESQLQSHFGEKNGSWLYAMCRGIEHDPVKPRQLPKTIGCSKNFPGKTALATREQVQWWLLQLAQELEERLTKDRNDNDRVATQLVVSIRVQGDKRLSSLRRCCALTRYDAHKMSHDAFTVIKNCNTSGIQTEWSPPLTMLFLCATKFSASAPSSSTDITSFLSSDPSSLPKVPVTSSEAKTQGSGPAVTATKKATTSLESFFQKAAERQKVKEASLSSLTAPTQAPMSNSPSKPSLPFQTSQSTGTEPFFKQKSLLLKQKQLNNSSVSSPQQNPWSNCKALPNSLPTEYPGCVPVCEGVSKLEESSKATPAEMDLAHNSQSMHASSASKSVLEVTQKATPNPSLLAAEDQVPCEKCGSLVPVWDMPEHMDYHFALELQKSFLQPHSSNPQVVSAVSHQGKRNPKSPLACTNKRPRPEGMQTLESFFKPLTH
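Fluorescent replication assay: 50 nM final substrate added after a 15 min room-temperature compound preincubation with 10 nM enzyme. Signal taken at 0 min and again at 10 min.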
RXFP1 antagonist: qHTS Assay for Antagonists of the Relaxin Receptor RXFP1; activity change, negative = inhibition, % at 57.5 µM; HEK293-RXFP1, relaxin-stimulated cAMP HTRF, 30 min; hits give low values; 0.59% of 350,000 active; AID 1259400, 2018; Relaxin receptor 1 (Homo sapiens), Q9HBX9;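 active = activity change of -60% or lower, but not beyond a set lower limit; inconclusive = change between -60% and -40%, or beyond the set limit; inactive = change above -40%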; also: % is scaled to controls: 0 for no effect and ±100 for the full control effect
Starred values were filed as active, the others as inactive; i = inactive; ? = inconclusive; · = no result given; & = joins results of further samples; [ ] = dose if it differs, or a comment. Unless noted, calls follow the shape of the dose curve; as a rule, active = well fitted curve in the direction sought with a large enough effect; inconclusive = small, poorly fitted or top-dose-only effect, or another doubt; inactive = no such curve, though single readings can be large; an effect the other way counts as inactive or inconclusive.

SMILES	Anesthetic bind	BLM helicase inh	PGK inhibitor	APEX1 inh	Pol beta inh	Pol iota inh	POLK inh	POLH inh	RXFP1 antagonist
COc1ccc(C/C(N)=N/OC(=O)C(c2ccccc2)c2ccccc2)cc1OC	-17%	-7%	1%	0%	5%	1%	-3%[60.1 µM]	-12%	-7
NNC(=O)c1oc2nc(-c3cccs3)cc(-c3ccco3)c2c1N	5%	2%	·	-25%	?	·	·	·	·
Cc1cc(C)nc(NC(N)=S)n1	-4%	-1%	i	3%	-6%	28%	-4%	13%	23
COc1cc(OC)c(N(C)S(=O)(=O)c2cccc(C(=O)OCC(=O)c3c[nH]c4ccccc34)c2)cc1Cl	0%	-10%	-3%	-2%	-15%	4%	-42%	-21%	-23
Cc1cc(C)c(S(=O)(=O)Nc2ccc(-c3cn4ccccc4n3)cc2)c(C)c1	4%	-4%	i	-2%	-1%	-10%	-9%	?	-10
CCCc1cc(=O)oc2cc(OCc3ccc(OC)cc3)c(Cl)cc12	-6%	-11%	-1%	-1%	-9%[57.1 µM]	22%	-17%	-2%	3
CCC(NC(=O)CN1CCN(C(=O)c2cccs2)CC1)c1ccc(C)cc1 (stereo not drawn)	·	·	-8%	14%	·	18%	6%	-7%	-4
CC(=O)CCS(=O)(=O)c1ccc(NC(C)=O)cc1	0%	-2%	0%	-1%	?	154%[activator]	17%	-12%	7
CCN(c1ccccc1)C1(O)C(=O)c2ccccc2C1=O	-12%	-3%	1%	-1%	0%	8%	-3%	-5%	-9
O=C1NC(NS(=O)(=O)c2ccccc2)(C(F)(F)F)C(=O)N1c1cccc(Cl)c1 (stereo not drawn)	5%	-2%	-5%	-10%	48%	-13%	-3%	-1%	-18
Cc1cccc(C)c1NC(=O)C(c1cccs1)N(Cc1ccco1)C(=O)Cn1nnc2ccccc21 (stereo not drawn)	-12%	0%	-9%	-8%	0%	10%	-6%	-17%	-4
CCSC1=C(C#N)C(c2ccccc2C)CC(=O)N1 (stereo not drawn)	-12%	-1%	-3%	0%	3%	-11%	17%	-8%	-9
Cc1csc(NC(=O)CSc2ncnc3c2cnn3-c2ccccc2Cl)n1	?	-1%	-1%	13%	0%	-1%	-13%	-8%	-15
Cc1onc(-c2c(Cl)cccc2Cl)c1NC(=O)NN(C)C	1%	-1%	i	1%	1%	35%	8%	-9%	-6
CC(C)C(=O)N(Cc1cc2ccccc2[nH]c1=O)C(C)(C)C	?	-3%	-5%	-6%	11%	?	-5%	-11%	3
Cc1ccc2oc(C(F)(F)C(F)F)cc(=O)c2c1	-9%	1%	5%	1%	82%	134%[activator]	-9%	0%	22
O=C(C1=C[C@@H](c2ccc(C(F)(F)F)cc2)C[C@@H](OCc2ccc(CO)cc2)O1)N1CCN(Cc2ccccc2)CC1	?	-11%	-4%	0%	-24%	1%	-3%	-30%	·
Cc1cccc(C(=O)OCc2cc(=O)n3nc(C4CC4)sc3n2)c1	-12%	0%	0%	·	-1%	25%	-14%	-14%	·
O=S(=O)(Nc1ccc2nc(-c3ccco3)[nH]c2c1)c1ccccc1	?	-5%	2%	?	6%	36%[activator]	-13%	-19%	-8
COc1cccc(C(=O)N2CCN=C2SC)c1	-8%	-3%	4%	-3%	76%	104%[activator]	-7%	-15%	-12
CC(NC(=O)C(=O)NCCC1=CCCCC1)c1ccccc1 (stereo not drawn)	-11%	4%	-1%	6%	-17%	-2%	-6%	-11%	-9
CC[C@]12c3[nH]c4cc(CCC(=O)N(C)C)ccc4c3CCN1C(=O)[C@@H](CC(=O)NCCN1CCOCC1)C[C@@H]2C(=O)N1CCN(C(=O)C2CC2)CC1	·	·	-5%	9%	·	14%	1%	4%	·
O=C(Nc1ccccc1)C(c1ccccc1)c1ccccc1	0%	-3%	-4%	-7%	?	18%	-28%	-8%	-26
CCOC(=O)c1cccc(NS(=O)(=O)c2cc(-c3cnc(C4CC4)o3)ccc2C)c1	35%[activator]	-7%	-1%	·	-22%	-5%	-3%[60.1 µM]	-18%	·
COc1ccccc1C(CCNCc1ccc(N(C)C)cc1)c1ccc(OC(C)C)cc1 (stereo not drawn)	?	-3%	·	9%	5%	-25%	8%	-16%	-20

Random excerpt: four compounds from above.
SMILES	Anesthetic bind	BLM helicase inh	PGK inhibitor	APEX1 inh	Pol beta inh	Pol iota inh	POLK inh	POLH inh	RXFP1 antagonist
COc1ccc(C/C(N)=N/OC(=O)C(c2ccccc2)c2ccccc2)cc1OC	-17%	-7%	1%	0%	5%	1%	-3%[60.1 µM]	-12%	-7
O=C(C1=C[C@@H](c2ccc(C(F)(F)F)cc2)C[C@@H](OCc2ccc(CO)cc2)O1)N1CCN(Cc2ccccc2)CC1	?	-11%	-4%	0%	-24%	1%	-3%	-30%	·
Cc1csc(NC(=O)CSc2ncnc3c2cnn3-c2ccccc2Cl)n1	?	-1%	-1%	13%	0%	-1%	-13%	-8%	-15
COc1ccccc1C(CCNCc1ccc(N(C)C)cc1)c1ccc(OC(C)C)cc1 (stereo not drawn)	?	-3%	·	9%	5%	-25%	8%	-16%	-20

The results go on:
SMILES	Anesthetic bind	BLM helicase inh	PGK inhibitor	APEX1 inh	Pol beta inh	Pol iota inh	POLK inh	POLH inh	RXFP1 antagonist
O=C(O)c1ccc(Cl)c(NC(=O)C2CCCN2S(=O)(=O)c2cccc3nsnc23)c1 (stereo not drawn)	-9%	1%	-5%	-2%	17%	15%	-13%	7%	-1
CCOC(=O)c1ccc(-c2cccc(-c3cc(=O)oc4cc(OC)cc(OC)c34)c2)cc1	-5%	-1%[75.6 µM]	-10%	1%&0%	·	30%	-3%	-15%	·
CC1(c2ccccc2Cl)NC(=O)N(CC(=O)NCc2ccc3c(c2)OCO3)C1=O (stereo not drawn)	0%	3%	5%	-17%	18%	-9%	-20%	0%	-31
COc1cccc(C(=O)c2cn(CC(=O)Nc3cccc(C)c3C)c3nc(C)ccc3c2=O)c1	?	-14%	i	·	?	?	-16%	10%	-1
O=C(Nc1nc(-c2ccccc2)cs1)C1CCCN(S(=O)(=O)c2ccccc2)C1 (stereo not drawn)	12%	-9%	-1%	-7%	1%	?	-12%	-15%	-11
Cc1onc(-c2ccccc2Cl)c1C(=O)NC(=S)Nc1ccc(C(C)C)cc1	-17%	-16%	-3%	3%	-23%	?	-15%	-9%	3
COc1ccc(C(=O)N/N=C2/SCC(=O)N2Cc2ccc3c(c2)OCO3)cc1OC	-10%	-2%	·	0%	25%	6%	-8%	-2%	-11
CCN(CC)C(=O)c1ccc(Nc2nnc(C)c3ccccc23)cc1	2%	-1%	-4%	-4%	0%	9%	-5%	-5%	-6
CC(=O)NC1C(OCCOc2ccc(Cl)cc2C)OC(CO)C(O)C1O (stereo not drawn)	3%	-4%	4%	-3%	17%	-19%	4%	-12%	1
C=CC(=O)N1C/C=C\C(c2ccc(OC)cc2)N(Cc2ccc(F)cc2)C(=O)C1 (stereo not drawn)	-6%&-4%	-3%&-1%	-3%	-1%&18%	2%	3%&-24%	15%&5%	4%	·
COc1ccc(CCNC(=O)CSc2nc3[nH]c(=O)cc(O)c3s2)cc1	·	·	7%	20%	·	?	-13%	-3%	7
O=C(Nc1cccc(C(F)(F)F)c1)Nc1nnc(N2CCCCCC2)s1	-3%	-2%	9%	·	13%	17%	-4%	-10%	2
COc1cc(C(=O)Nc2c(C(=O)O)[nH]c3ccc(Br)cc23)cc(OC)c1OC	0%	2%	·	27%	?	-2%	7%	-17%	6
COc1ccc(NC(=O)Nc2ccc(CC(=O)O)cc2)cc1	-3%	-5%	i	-1%	?	36%[activator]	5%	-6%	5
Cc1cc(OCCCn2ccnc2)cc(C)c1Cl	?	1%	8%	1%	5%	-9%	-1%	-7%	-14
Cn1ccnc1SCC(=O)Nc1ccc2ccccc2c1	2%	2%	·	2%	-8%	15%	1%	0%	6
O=C(CN1CCSCC1)N/N=C/c1cccc(Cl)c1	-10%	-1%	-8%	-1%	18%	36%[activator]	4%	-13%	5
Cc1onc(-c2ccccc2)c1C(=O)OCCOc1cccc(Cl)c1	43%[activator]	-11%	2%	-15%	4%	6%	-10%	-2%	4
COc1cccc(C(=O)Nc2c(F)cccc2F)c1	-6%	-2%	6%	0%	-11%	110%[activator]	4%	-20%	-11
O=C(Nc1ccccc1Cl)C1C2CCCCC21 (stereo not drawn)	·	·	-6%	·	·	-11%	-25%	-18%	2
O=C(CCCCCN1C(=O)CCC1=O)Nc1ccc(Cl)c(C(F)(F)F)c1	-19%	-3%	7%	4%	0%	10%[58.9 µM]	-6%	-4%	-1
O=C(O)COCC(=O)N1CCCN(c2nccc(C(F)(F)F)n2)CC1	3%	-1%	-2%	1%	-2%	3%	-3%	-2%	-2
COC(=O)c1ccc2nc(-c3cccc(N)c3)cn2c1	-6%	3%	-6%	16%	28%	51%[activator]	-1%	-21%	-10
COc1ccccc1N(C(=O)CNS(=O)(=O)c1ccccc1)C(C(=O)NCc1ccco1)C(C)C (stereo not drawn)	-10%	-1%	3%	-1%	3%	25%	-4%	-20%	-4
Cc1cc(C)n2nc(C(=O)N/N=C/c3ccc(O)cc3)nc2n1	-11%	-2%	i	1%	5%	14%	7%	-3%	-3
CC1=C(C(N)=O)C(c2cccnc2)n2nc(SCc3ccccc3Cl)nc2N1 (stereo not drawn)	-7%	-2%	-2%	2%	-25%	6%	-22%	7%	-2
COc1ccc(CNC(=O)CN(C(=O)CCC(=O)Nc2nccs2)c2cccc(C)c2)cc1	3%	-1%	3%	-6%[12.4 µM]	-11%	9%	-6%	6%	-5

Bioassay records (PubChem)

These rows are one share of the data; rates above refer to the full screens.
